# GAA glycogen mod = alters human alpha-glucosidase cleavage of glycogen; P10253; recombinant GAA, glycogen substrate, Amplex Red glucose oxidase fluorescence; Potency, µM (top dose mostly 76.4 µM), for the others: at the highest dose activity change, negative = inhibition, most hits filed as inhibitors; actives 0.38% (n = 300,000); AID 2100;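 further: 0% = full enzyme reaction and -100% = no-enzyme basal signal; the screen sought inhibitors and activators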
#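 Recombinant human enzyme (4 nM); glycogen substrate; 37 C, 40 min, pH 5.0. Readout: coupled glucose oxidase/Amplex Red fluorescence.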
# RECQ1 helicase = inhibitors of human RECQ1 DNA helicase | P46063 | RECQ1 DNA unwinding, red fluorescence kinetic read | Potency, µM (series often up to 57.3 µM), for inactives: top-dose activity, negative = inhibition, hits mostly inhibitors | actives 0.54% (n = 240,000) | AID 2549;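 further: plate controls were vehicle for no effect and no enzyme for full effect; nearly all actives have a fitted effect of over 30% in size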
# Target sequence (P46063 whole entry, looked up): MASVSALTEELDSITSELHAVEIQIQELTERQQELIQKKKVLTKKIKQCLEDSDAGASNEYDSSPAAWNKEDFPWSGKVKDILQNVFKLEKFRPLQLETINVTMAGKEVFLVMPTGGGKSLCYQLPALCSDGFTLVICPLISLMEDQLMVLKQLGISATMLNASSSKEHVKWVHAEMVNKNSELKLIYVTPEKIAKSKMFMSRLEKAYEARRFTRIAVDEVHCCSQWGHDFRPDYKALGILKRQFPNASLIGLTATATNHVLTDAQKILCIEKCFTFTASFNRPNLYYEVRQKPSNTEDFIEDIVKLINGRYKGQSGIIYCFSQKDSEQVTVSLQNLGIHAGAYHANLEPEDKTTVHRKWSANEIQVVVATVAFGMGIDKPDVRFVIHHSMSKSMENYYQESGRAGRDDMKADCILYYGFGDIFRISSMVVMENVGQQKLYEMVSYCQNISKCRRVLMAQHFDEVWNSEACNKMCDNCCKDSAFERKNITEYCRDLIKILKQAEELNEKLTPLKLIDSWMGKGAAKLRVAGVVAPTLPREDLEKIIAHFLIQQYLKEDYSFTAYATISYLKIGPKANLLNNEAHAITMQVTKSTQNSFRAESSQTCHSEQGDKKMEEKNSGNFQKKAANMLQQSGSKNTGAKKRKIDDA
#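 RECQ1T1 50 nM; forked duplex (20 bp + 30-nt ss tails) 200 nM, ATP 2 mM final; pH 8.0, 2 mM MgCl2, 2.5 ug/ml poly(dI-dC); 15 min compound preincubation; discontinuous kinetic read over 2 h at RT.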
# TRb-SRC2 inh = disrupts binding of human TR beta to SRC2; P10828; TRbeta-SRC2 peptide binding, fluorescence polarization; receptor liganded with 1 µM T3; Potency, µM (top dose mostly 106 µM), for the others: at the top dose activity change, negative = inhibition, hits mostly inhibitors; actives 0.065% (n = 280,000); AID 1469;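 further: plate controls were bound peptide for no effect and peptide without receptor for full effect; nearly all actives have a fitted effect of over 50% in size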
#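 TRb LBD 0.6 uM + Texas Red SRC2 peptide 20 nM, 1 uM T3, Tris buffer w/ 5% DMSO; compound pinned, 5 h RT; FP read ex 555/em 632; normalized to unbound and bound controls.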
# RGS12 GoLoco inh = inhibitors of human Gai1-RGS12 GoLoco interaction (red fluorophore). AID 880. Potency, µM (top dose mostly 61.6 µM), inactives show top-dose activity, negative = inhibition, actives largely listed as inhibitors. Gai1:RGS12 GoLoco peptide FP, rhodamine, 10 min. P63096. actives 0.44% (n = 230,000); active means well fitted inhibition curve with a large enough effect, not every such curve was filed as active; inactive means no such curve, though single readings can be large or run the other way; further: nearly all actives have a fitted effect of over 30% in size; many of its hits are not listed in these tables
# Target sequence (P63096 whole entry, looked up): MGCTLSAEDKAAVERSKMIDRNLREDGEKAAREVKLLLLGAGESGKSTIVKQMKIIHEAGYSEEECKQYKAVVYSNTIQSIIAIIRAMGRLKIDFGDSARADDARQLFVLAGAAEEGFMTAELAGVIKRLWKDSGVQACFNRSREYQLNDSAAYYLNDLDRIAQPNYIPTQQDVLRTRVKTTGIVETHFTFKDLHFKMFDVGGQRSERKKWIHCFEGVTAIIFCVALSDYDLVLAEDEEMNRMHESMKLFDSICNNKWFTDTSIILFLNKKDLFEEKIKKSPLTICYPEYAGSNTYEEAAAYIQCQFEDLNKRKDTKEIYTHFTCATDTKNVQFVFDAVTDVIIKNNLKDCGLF
# GAA spleen mod = inhibits or activates alpha-glucosidase in human spleen homogenate; human spleen homogenate, 4-MU-alpha-glucoside fluorescence; Potency, µM (series often up to 79.9 µM), for the others: at the highest dose activity change, negative = inhibition, actives largely listed as inhibitors; actives 0.006% (n = 240,000); AID 2112;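 further: 0% = enzyme with vehicle and -100% = no enzyme basal signal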
#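 Human spleen homogenate (1 ug) incubated with compounds and 1 mM 4-methylumbelliferyl-alpha-D-glucopyranoside in pH 5.0 citrate/phosphate buffer, 37 C, 40 min. Stopped at pH 10; 4-MU fluorescence (Ex 365/Em 440 nm); AC50 by Hill fit.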
# TR SRC2 fluor cs = alters Texas Red total fluorescence, flagging assay interference; TRb/SRC2 Texas Red total fluorescence interference; Potency, µM (doses to about 106 µM), for the others: top-dose fluorescence change, negative = quenching; actives 0.29% (n = 280,000); AID 1479; active means well fitted curve in either direction with a large enough effect; inconclusive means small, poorly fitted or top-dose-only effect
#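 Human TRb ligand-binding domain at 0.6 uM with 20 nM Texas Red SRC2 peptide in Tris buffer containing 1 uM T3 and 5% DMSO, incubated with compound 5 h at ambient temperature. Total fluorescence (555/632 nm) calculated as parallel + 2 × perpendicular.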
# GAA inhib = inhibitors of human lysosomal alpha-glucosidase. purified human GAA, 4-MU-alpha-glucoside fluorescence. actives 0.005% (n = 200,000). Potency, µM (top dose mostly 76.9 µM), inactives show top-dose activity change, negative = inhibition, hits mostly inhibitors. P10253;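 further: plate controls were uninhibited enzyme wells for no effect and no-enzyme background for full effect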
#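 Endpoint fluorogenic read: 20 min room-temperature reaction of 4 nM human alpha-glucosidase with 400 uM 4-methylumbelliferyl-alpha-D-pyranoside, pH 5.0, quenched with 1M NaOH/1M glycine pH 10. AC50 from Hill modeling.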
# L3MBTL1 block = inhibitors of human L3MBTL1 | AlphaScreen L3MBTL1–H3K9me1 peptide binding | Potency, µM (doses to about 57.1 µM), for the others: at the top dose activity, negative = inhibition, most hits filed as inhibitors | actives 0.66% (n = 230,000) | AID 485360; further: nearly all actives have a fitted effect of over 60% in size
#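 L3MBTL1 (50 nM) pre-complexed 30 min with biotinylated H3(1-15)K9me1 peptide (75 nM), then compounds added for 30 min at room temperature; AlphaScreen streptavidin donor/nickel chelate acceptor beads (10 ug/mL final) read after 30 min dark incubation.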
# The depositor's hits bear a star; i = inactive; ? = inconclusive; . = not tested or not shown; [ ] = remark or other dose. Unless noted, the call rests on the fitted dose curve; in most records, active means well fitted curve in the direction sought with a large enough effect; inconclusive means small, poorly fitted or top-dose-only effect, or another doubt; inactive means no such curve, though single readings can be large; an effect the other way counts as inactive or inconclusive. Unless noted, on the % scale 0 is the no-effect control and ±100 the full control effect; potency means the concentration at half of the fitted maximal effect. This is a subset, so the mix of outcomes need not match the whole.
SMILES,GAA glycogen mod,RECQ1 helicase,TRb-SRC2 inh,RGS12 GoLoco inh,GAA spleen mod,TR SRC2 fluor cs,GAA inhib,L3MBTL1 block
Cc1ccc(OCCC(=O)Nc2c(C)n(C)n(-c3ccccc3)c2=O)cc1,-7%,-9%,-25%,-22%,6%,3%,8%,0%
O=c1c2ccccc2ncn1Cc1ccco1,15%,-6%,-1%,.,1%,-1%,3%,-2%
CCOc1ccc(N=C(C)c2ccccc2O)cc1,-9%,-15%,3%,10%,-6%,-1%,1%,-12%
O=C(CN1CCCC1)N1c2ccccc2Sc2ccccc21,-10%,-6%,9%,7%,-3%,2%,-4%[15.4 µM],.
Cn1c(=O)c2c(nc(SCC(=O)Nc3ccccc3N3CCCCC3)n2C)n(C)c1=O,3%,-7%,0%,8%,-12%,-3%,-4%,.
COc1ccc(CCNC(=O)C(=O)NCC2OCCN2S(=O)(=O)c2ccc(Br)cc2)cc1 (stereo not drawn),0%,i,-2%,4%,-4%,-4%,-5%,5%
O=S(=O)(c1ccc(Cl)cc1Br)N1CCCCC1,-2%,i,-3%,11%,-1%,-5%,-1%,16%
Cc1ccc(N2C(=O)C3ON(c4ccccc4)C(c4ccncc4)C3C2=O)cc1 (stereo not drawn),-4%,-5%,-9%,-25%,3%,-6%,-5%,.
CC1CCN(CC(=O)c2c[nH]c3ccccc23)CC1,12%,0%,0%,-33%,-8%,3%,-3%,-1%
Cc1ccnc2nc(C(=O)Nc3ccc(S(=O)(=O)N4CCCC4)cc3)nn12,1%,0%,11%,4%,4%,5%,-9%,2%
CC(C)N(CCO)C(=O)CCc1nnc(CCCc2ccccc2)o1,8%,21%,5%,12%,1%,-2%,12%,-2%
CC(C)C(NC(=O)C1CCCCC1)C(=O)Nc1ccc2c(c1)OCCO2 (stereo not drawn),9%,-3%,9%,23%,-6%,-1%,1%,-3%
CC1=C(C(=O)OCc2ccccc2)C(c2cccnc2)n2ncnc2N1 (stereo not drawn),1%,-9%,5%,9%,1%,-2%,0%,5%
COC(=O)NC(CC(C)=O)c1cccc(C)c1 (stereo not drawn),.,14%[11.5 µM],7%[11.2 µM],.,6%[17.4 µM],1%[11.2 µM],.,.
CCc1cc(C)c(O)c(CC)n1,5%,-9%,-7%,-11%,6%,-4%,3%,.
COC(=O)Cc1cc(=O)[nH]c(/N=C(\N)Nc2cccc(C)c2)n1,14%,-5%,10%,-1%,5%,2%,?,3%
COC(=O)c1[nH]c2cc(C)ccc2c1NC(=O)CN1CCN(c2ccccc2OC)CC1,-2%,-3%,-2%,-28%,-2%,-5%,0%,-3%
O=C(CN1CCCCC1)N/N=C/c1ccccc1OCc1ccccc1,1%,-3%,-8%,6%,0%,-1%,-3%,-5%
Cc1cc(Br)ccc1OCC(=O)N1CCCCCC1,0%,i,-28%,14%,-24%,2%,-2%,.
CC1CN(C)C(C)C/C1=N\Oc1ccc([N+](=O)[O-])cc1 (stereo not drawn),1%,3%,2%,3%,0%,2%,-7%,-18%

# Compounds above that contain an NH in an aromatic ring:
SMILES,GAA glycogen mod,RECQ1 helicase,TRb-SRC2 inh,RGS12 GoLoco inh,GAA spleen mod,TR SRC2 fluor cs,GAA inhib,L3MBTL1 block
CC1CCN(CC(=O)c2c[nH]c3ccccc23)CC1,12%,0%,0%,-33%,-8%,3%,-3%,-1%
COC(=O)Cc1cc(=O)[nH]c(/N=C(\N)Nc2cccc(C)c2)n1,14%,-5%,10%,-1%,5%,2%,?,3%
COC(=O)c1[nH]c2cc(C)ccc2c1NC(=O)CN1CCN(c2ccccc2OC)CC1,-2%,-3%,-2%,-28%,-2%,-5%,0%,-3%

# Returning to the listing, repeating the two entries before the break.
SMILES,GAA glycogen mod,RECQ1 helicase,TRb-SRC2 inh,RGS12 GoLoco inh,GAA spleen mod,TR SRC2 fluor cs,GAA inhib,L3MBTL1 block
Cc1cc(Br)ccc1OCC(=O)N1CCCCCC1,0%,i,-28%,14%,-24%,2%,-2%,.
CC1CN(C)C(C)C/C1=N\Oc1ccc([N+](=O)[O-])cc1 (stereo not drawn),1%,3%,2%,3%,0%,2%,-7%,-18%
Cc1ccc(CNC(=S)NCc2ccncc2)cc1,-7%,-2%,3%,2%,-5%,-4%,4%,3%[11.4 µM]
COc1ccc(OC)c(-c2cc(C(=O)N3CCCc4ccccc43)no2)c1,-2%,-2%,7%,17%,-5%,1%,2%,-1%
Cc1ccc(NC(=O)CS(=O)CC(=O)NC(C)CCc2ccco2)cc1Cl (stereo not drawn),3%,-22%,1%,-2%,-7%,-2%,-8%,-4%
O=CN1CCc2scc[n+]2-c2ccccc21,-18%,i,-14%,10%,1%,3%,-1%,8%
CCOc1ccc(OCCCCn2cnc3ccccc3c2=O)cc1,-16%,i,1%,2%,3%,-2%,2%,0%
COc1ccccc1NS(=O)(=O)c1cc(NC(=O)CCNC(C)=O)ccc1C,-5%,i,-3%,13%,-10%,1%,-3%,.
O=C(NC(Nc1nc2ccccc2s1)(C(F)(F)F)C(F)(F)F)c1ccccc1,-8%,-2%,7%,-3%,-5%,0%,-9%,.
Cc1onc(-c2ccccc2)c1CNS(=O)(=O)c1cccc(Br)c1,1%,i,1%,4%,3%,-4%,-14%,13%
O=C(Nc1ccccc1)C12CC3CC(C1)CC(n1cnc([N+](=O)[O-])n1)(C3)C2,0%,-1%,-18%,-1%,-1%,-4%,?,9%
Cc1cc(Nc2nc3ccccc3[nH]c2=O)n(-c2ccccc2)n1,-11%,1%,7%,-7%,0%,2%,3%,-3%
CC(C)C(=O)c1cn(CC(=O)N2CCCc3ccccc32)c2ccccc12,4%,-7%,-15%,7%,-6%,2%,-9%,.
NC(=O)c1ccsc1NC(=O)COC(=O)COc1ccccc1F,13%,-1%,4%,.,-2%,-3%,-1%,6%
Cc1ccc(P(=O)(CSC(=N)N)c2ccc(C)cc2)cc1,-4%,3%,0%,-8%,-8%,-4%,-11%,6%
CCc1nnc(NC(=O)CSc2nnc(-c3cccnc3)n2C)s1,2%,i,1%,0%,-4%,1%,0%,6%
CCOC(=O)C1=C(O)/C(=C/c2ccc(OCC(=O)O)c(OCC)c2)SC1=Nc1ccc(OC)cc1,0%,-5%,6%[53 µM],19%,3%,-4%[53 µM],-15%,0%
CCN(CC)c1ccc(C2C3CCCCC3(O)CCN2CC(=O)N2CCCCC2)cc1 (stereo not drawn),-15%,-3%,5%,31%[activator],-3%,-2%,-6%,-16%
CCOc1ccccc1OCCCC(=O)N1CCN(S(=O)(=O)c2ccc(C)cc2)CC1,-11%,i,1%,-1%,-4%,1%,?,8%
CCOc1ccccc1OCCCC(=O)OCC(=O)Nc1cccc(Cl)c1,9%,-22%,4%,-3%,-8%,0%,-10%,4%
CC(C)C(NC(=O)c1ccccc1NC(=O)c1ccco1)C(=O)NNC(=O)c1ccncc1 (stereo not drawn),-2%,-1%,1%,5%,-1%,-1%,.,5%
Nc1nc(N)c(C=Nc2ccc(Br)cc2)c(Nc2ccc(Br)cc2)n1,-8%,-19%,0%,1%,5%,-3%,-4%,-19%
CCS(=O)(=O)Nc1cccc(C2=NN(S(=O)(=O)CC)C(c3ccccc3)C2)c1 (stereo not drawn),0%,-2%,-3%,5%,-2%,-2%,0%,.
CC(=Nc1ccccc1)c1sc2ccccc2c1O,-3%,i,-3%,3%,-2%,-8%,-8%,22%
CCn1c(SCC(=O)Nc2nonc2C)nnc1-c1ccoc1C,-4%,-8%,-5%,4%,-3%,1%,2%,4%
Cc1ccc(C(=O)NC(=S)Nc2ccc3[nH]c(=O)[nH]c3c2)cc1C,12%,-7%,6%,72%[activator],-3%,-24%,3%,8%
O=C(COC(=O)C1CCN(S(=O)(=O)c2ccc3c(c2)OCCO3)CC1)Nc1ccccc1OC(F)F,-12%,-5%,-1%,-4%,5%,-15%,?,7%
COc1cc(/C=N/O)ccc1OCc1ccccc1Cl,-21%,-10%,2%,9%,-14%,-2%,-10%,-6%[11.4 µM]
CC(C)=NOc1nc(N(C)C)nc(N(C)C)n1,5%,3%,2%,2%,4%,-1%,2%,-3%
COC(=O)c1ccc(Cn2cc(C(F)(F)F)ccc2=O)cc1,4%,-3%,-4%,-2%,-18%,1%,-4%,.
N=c1sc2ccccc2n1-c1ccccc1,1%,-3%,7%,-15%,-7%,-3%,0%,2%[11.4 µM]
Cc1cccc(NC(=S)N(CCN(C)C)Cc2cc3cc(C)cc(C)c3[nH]c2=O)c1,-4%,-4%,2%,4%,-16%,-12%,-5%,1%
Cc1ccc(S(=O)(=O)CNC(=S)c2ccc3ccccc3c2)cc1,-11%,-20%,0%,8%,-7%,-4%,1%,.
CCOc1ccc(-n2c(SCc3ccc([N+](=O)[O-])cc3)nnc2-c2ccccc2)cc1,8%,-8%,-2%,5%,-12%,4%,-18%,-3%
CN(C1CCCCC1)S(=O)(=O)c1ccc2c(c1)c(=O)c(C(=O)NCCN1CCCC1)cn2C,13%,-2%,7%,-1%,-1%,0%,?,.
COc1nc(C)ccc1-c1noc(-c2ccncc2)n1,-1%,-1%,-4%,5%,-7%,-5%,-2%,-2%
O=C(COC(=O)/C=C/c1ccccc1[N+](=O)[O-])Nc1ccc(OCc2ccccc2)cc1,-2%,i,-2%,-5%,10%,-2%,6%,2%
CC1=NN(c2ccc(C)c(C)c2)C(=O)C1C(c1cccc(O)c1)C1C(=O)N(c2ccc(C)c(C)c2)N=C1C (stereo not drawn),?,-12%,-14%,-3%,-5%,-3%,0%,?
O=C(CN1CCc2ccccc2C1)Nc1ccccc1N1CCCCCC1,-11%,i,-13%,-4%,-4%,3%,-6%,.
COc1cccc(/C=N/NC(=O)C[n+]2ccccc2)c1OC,9%,-1%,-1%,8%,-2%,-1%,-5%,-2%
O=C(O)CS(=O)CC(=O)Nc1cccc(C(F)(F)F)c1 (stereo not drawn),6%,i,1%,10%,1%,3%,-6%,36%[activator]
CN(C)c1ccc(NC(=S)N2CCN(c3ncc(C(F)(F)F)cc3Cl)CC2)cc1,?,2%,4%,-5%,-4%,-2%,1%,-7%
